EphB4 ephrin blk = EphB4-ephrin-B2 interaction antagonists, primary screen, biochemical, TNYL-RAW peptide probe, fluorescence polarization; inhibition, % at 7 µM; hit rate 0.15% among 97,000; Ephrin type-B receptor 4 (Homo sapiens), P54760; EphB4 LBD / TNYL-RAW-Alexa532 peptide;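 active = inhibition above the screen-wide mean inhibition plus 3 SD, cut at about 15% in these data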;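 note: 0% = DMSO wells and 100% = excess unlabeled TNYL-RAW peptide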
PLK1 inh = human PLK1 kinase inhibitors, primary screen, biochemical, TR-FRET | recombinant PLK1 kinase, TR-FRET peptide phosphorylation | Serine/threonine-protein kinase PLK1 (Homo sapiens), P53350 | inhibition, % at 10 µM | hit rate 0.53% among 97,000 | AID 619, 2007;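 active = inhibition of 50% or more in the single-concentration screen; inactive = inhibition below 50%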;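 note: 0% = DMSO max control and 100% = H-89 dihydrochloride min control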
Target sequence (P53350 whole entry, looked up): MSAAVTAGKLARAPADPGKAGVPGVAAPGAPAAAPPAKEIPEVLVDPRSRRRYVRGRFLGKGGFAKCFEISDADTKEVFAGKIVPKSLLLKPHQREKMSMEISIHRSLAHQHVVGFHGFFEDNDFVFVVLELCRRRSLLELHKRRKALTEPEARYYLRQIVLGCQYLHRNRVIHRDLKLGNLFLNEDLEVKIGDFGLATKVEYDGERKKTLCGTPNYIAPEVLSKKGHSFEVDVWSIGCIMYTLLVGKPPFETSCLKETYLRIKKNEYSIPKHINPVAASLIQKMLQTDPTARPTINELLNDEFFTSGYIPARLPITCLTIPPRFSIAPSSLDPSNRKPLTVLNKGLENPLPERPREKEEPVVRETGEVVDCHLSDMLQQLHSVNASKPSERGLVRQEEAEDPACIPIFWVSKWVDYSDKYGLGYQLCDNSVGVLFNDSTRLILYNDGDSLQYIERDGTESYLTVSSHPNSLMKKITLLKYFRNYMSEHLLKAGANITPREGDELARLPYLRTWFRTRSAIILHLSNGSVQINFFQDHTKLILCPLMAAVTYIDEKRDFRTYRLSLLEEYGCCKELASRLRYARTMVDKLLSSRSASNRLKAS
CYP2C9 inhib = blockers of cytochrome P450 2C9 activity – biochemical, luminescence, ADME assay, primary screen | P11712 | CYP2C9 Supersomes, luciferin-H conversion | inhibition, % at 5 µM | hit rate 20% among 96,000 | AID 777, 2007;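 active = blocking of liver enzyme CYP2C9 beyond about 50% at 5 µM, limit read from the data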; note: values of inactives mirror those of a sister screen read the other way
CYP2C9 activ = human CYP2C9 activators, primary screen, biochemical, luminescence | recombinant CYP2C9, luciferin-H conversion; stronger effect = higher value; factor 1 = untreated enzyme, 0 = blocked | activation factor at 5 µM | hit rate 1.4% among 96,000 | AID 1024, 2008;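 active = activation factor of 2 or more for CYP2C9 at a 5 µM dose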;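 note: 0 = sulfaphenazole-blocked wells and 1 = vehicle-only wells; values of inactives mirror those of a sister screen read the other way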
CYP2C19 inh = blockers of cytochrome P450 2C19 activity – biochemical, luminescence, ADME assay, primary screen; P33261; CYP2C19 Supersomes, luciferin-H EGE luminescence, 30 min; inhibition, % at 5 µM; hit rate 21% among 96,000; AID 778, 2007;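 active = CYP2C19 inhibition above a set limit at 5 µM in the primary screen, cut at about 50% in these data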;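 note: plate controls were negative control wells for no effect and 2.5 mM tranylcypromine positive control for full effect; values of inactives mirror those of a sister screen read the other way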
Target sequence (P33261 whole entry, looked up): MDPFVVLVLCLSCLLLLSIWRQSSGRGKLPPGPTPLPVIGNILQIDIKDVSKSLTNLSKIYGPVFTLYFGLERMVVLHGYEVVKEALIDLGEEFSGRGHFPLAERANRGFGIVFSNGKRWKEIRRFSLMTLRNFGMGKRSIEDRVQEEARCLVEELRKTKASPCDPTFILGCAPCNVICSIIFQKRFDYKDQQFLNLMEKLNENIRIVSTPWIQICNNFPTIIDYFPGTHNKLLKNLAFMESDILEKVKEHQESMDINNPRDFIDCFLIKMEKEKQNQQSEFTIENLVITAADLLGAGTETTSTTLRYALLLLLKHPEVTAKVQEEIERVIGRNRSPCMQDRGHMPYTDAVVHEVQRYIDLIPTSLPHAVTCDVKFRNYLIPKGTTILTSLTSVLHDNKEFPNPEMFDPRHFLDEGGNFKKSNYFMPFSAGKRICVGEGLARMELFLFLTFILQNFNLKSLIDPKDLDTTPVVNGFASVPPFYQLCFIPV
PLK1 PBD inh = Plk1 polo box domain binding inhibitors, primary screen, biochemical, fluorescence polarization | Serine/threonine-protein kinase PLK1 (Homo sapiens), P53350 | Plk1 PBD phosphopeptide binding | inhibition, %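 (tested at about 20 µM)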 | hit rate 0.13% among 97,000 | AID 693, 2007; in the data active = inhibition above about 34%, passing the limit was not always enough
CYP2C19 activ = human CYP2C19 activators, primary screen, biochemical, luminescence; Cytochrome P450 2C19 (Homo sapiens), P33261; recombinant CYP2C19, luciferin-H EGE luminescence; stronger effect = higher value; 0 = fully inhibited enzyme, 1 = untreated enzyme; activation factor at 5 µM; 96,000 tested, under 10 active; AID 1025, 2008;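 active = activation factor of at least 2 at 5 µM in the primary screen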;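 note: 0 = wells with 2.5 mM tranylcypromine and 1 = vehicle-only wells; values of inactives mirror those of a sister screen read the other way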
PLAP activator = PLAP enzyme activators, biochemical, luminescence, HTS | Alkaline phosphatase, placental type (Homo sapiens), P05187 | purified PLAP enzyme, luminescent substrate read-out; stronger effect = higher value | activation fold at 20 µM | hit rate 1.2% among 96,000 | AID 696, 2007; in the data active = activation fold above about 2
Rev-RRE block = HIV-1 Rev-RRE binding inhibitors, primary screen, biochemical, FRET, protein-RNA interaction; AID 704, 2007; hit rate 0.79% among 97,000; Rev peptide-RRE RNA binding; inhibition, % at 8 µM; P05866;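 active = inhibition above the screen-wide mean plus 3 SD, cut at about 35% in these data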;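 note: 0% = median DMSO wells and 100% = median Neomycin B control wells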
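Test system: labelled RRE RNA duplex and labelled Rev peptide. Times: 5 min compound–RNA preincubation, then 15 min with peptide, 25 °C. Doses: single-dose 8 µM. Measured by: FRET, excitation 480 nm, emission 540 nm donor and 671 nm acceptor. Measure: % inhibition of FRET ratio versus controls.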
Numbers without * were called inactive; · = no result given; & = joins results of further samples.

SMILES	EphB4 ephrin blk	PLK1 inh	CYP2C9 inhib	CYP2C9 activ	CYP2C19 inh	PLK1 PBD inh	CYP2C19 activ	PLAP activator	Rev-RRE block
CCc1ccc(NC(=O)COn2nnc3ccc(S(=O)(=O)N(C)C)cc32)cc1	-8	-15	82*	0.2	82*	-5	0.2	1.7	6
CCN1CCN(C(CNC(=O)c2ccc3c(c2)OCO3)c2cccnc2)CC1 (stereo unspecified)	0	-14	3	1	-21	2	1.2	1	6
O=C(CN1CCN(C(=O)c2ccccc2)CC1)Nc1ncc(Br)cc1Br	0	-8	7	0.9	13	14	0.9	1.6	4
Cn1cccc1Cc1nnc(SCC(=O)Nc2ccccc2F)n1CCc1ccccc1	2	-9	24	0.8	20	-5	0.8	1.4	6
Nc1cc(-c2ccccc2)nn1S(=O)(=O)c1ccc(F)cc1	1	-2	97*	0	100*	27	0	0.4	4
CCOc1cc(C2CC(=O)Nc3cc(C)c(C)cc32)ccc1O (stereo unspecified)	4	-11	84*	0.2	87*	-4	0.1	1.1	0
COc1ccc2nc(NC(=O)CN(C)S(=O)(=O)c3cccs3)sc2c1	7	1	62*	0.4	80*	-32	0.2	1.2	8
Cc1ccc(Cn2ccc(=O)c(Cc3c(Cl)cccc3Cl)c2C)cc1	4	-3	30	0.7	39	-6	0.6	1.1	7
Cc1cc(C)c2cc(C(O)c3nnnn3Cc3ccccc3)c(=O)[nH]c2c1 (stereo unspecified)	-4	-3	0	1	3	15	1	1	7
O=C(C1CCN(Cc2cc(Cl)ccc2O)CC1)N1CCN(Cc2ccccc2)CC1	-2	-6	2	1	9	1	0.9	1.4	-1
CC1=CS/C(=C(/C#N)C(=O)N2CCCCC2)N1c1ccccc1	3	-8	6	0.9	20	-8	0.8	0.9	5
O=C(c1ccc(NC2=NC3CS(=O)(=O)CC3S2)cc1)N1CCN(Cc2ccccc2)CC1 (stereo unspecified)	8	-5	40	0.6	-10	-4	1.1	1.5	6
O=C1C2CC=CCC2C(=O)N1CC1CCCO1 (stereo unspecified)	-4	-15	0	1	-5	-10	1.1	1.1	0
COC(=O)CNc1ccc2c(c1)OCO2	-4	-11	·	·	·	-12	·	·	5
COc1ccc(NC(=O)C2CSC3c4ccccc4C(=O)N23)cc1 (stereo unspecified)	2	-5	60*	0.4	70*	9	0.3	1.2	8
CCCOC(=O)NC(CC)COC(=O)Nc1cc(C)ccc1C (stereo unspecified)	-2	-15	25	0.8	70*	-18	0.3	0.9	-1
COCCNC(=O)C1CC(c2cccc([N+](=O)[O-])c2)=NO1 (stereo unspecified)	0	-11	-20	1.2	-6	-5	1.1	1	11
CCOc1ccccc1C(=O)Nc1cc(C(=O)NCCc2ccccc2)ccc1Cl	2	-13	-7	1.1	-7	22	1.1	1.1	6
O=C(O)CCC(=O)CCC(=O)c1ccc(Cl)cc1	-1	-7	26	0.7	4	-3	1	1.1	10
CCOC(=O)c1cc2c(C)n(-c3ccc(OCC)cc3)c(C)c2ccc1=O	8	-10	20	0.8	64*	13	0.4	1	15
O=S(=O)(c1cccc(S(=O)(=O)N2CCC(Cc3ccccc3)CC2)c1)N1CCOCC1	7	-4	·	·	·	-5	·	·	-5
O=C(C1CCCCC1)N1CCN(c2ncccn2)CC1	0	-6	11	0.9	16	-10	0.8	1.3	4
C=CCNc1nc2ccccc2nc1NS(=O)(=O)c1cccs1	0	-8	93*	0.1	-2	7	1	1.3	7
CCOC(=O)C1CCCN(CCCc2ccccc2)C1 (stereo unspecified)	1&-2	-6&-7	20	0.8	80*	1&-10	0.2	1.5	-2&0

Quoted from the listing:
O=C(C1CCCCC1)N1CCN(c2ncccn2)CC1 – CYP2C19 activ: 0.8
COC(=O)CNc1ccc2c(c1)OCO2 – Rev-RRE block: 5

Next section:
SMILES	EphB4 ephrin blk	PLK1 inh	CYP2C9 inhib	CYP2C9 activ	CYP2C19 inh	PLK1 PBD inh	CYP2C19 activ	PLAP activator	Rev-RRE block
O=C(C1CC1)N1CCc2cc(S(=O)(=O)N3CCCc4ccccc43)ccc21	4	-12	47	0.5	15	21	0.8	0.7	9
CCOC(=O)c1[nH]c(C)c(CCC(=O)O)c1C	-15&3	-12&2	21&6	0.8&0.9	7&-4	-21&0	0.9&1	1&1.1	4&5
COc1cc(C2NC(=O)NC(C)=C2C(=O)NCc2ccccc2)c(Cl)cc1O (stereo unspecified)	5	-12	20	0.8	14	-3	0.9	1.2	9
Cc1ccccc1OCc1nc(-c2ccc(NC(=O)c3ccc4c(c3)OCO4)cc2)no1	-3	-10	29	0.7	8	-19	0.9	1	11
COC(=O)CN(Cc1ccccc1)S(=O)(=O)c1ccc(OC)c(OC)c1	0	-1	-7	1.1	57*	11	0.4	1.1	4
COc1ccc(N2CCN(C(=O)c3sc4nc(-c5ccc(F)cc5)cn4c3C)CC2)cc1	·	·	-4	1	-12	·	1.1	1.4	·
Cc1ccc(CCNc2ccc3ccccc3c2)cn1	2	-9	·	·	·	-2	·	·	3
CCCC(=O)C1C(=O)CC(CC(C)SCC)CC1=O (stereo unspecified)	2	-10	28	0.7	16	11	0.8	1.1	9
Cc1cccc(C(=O)c2ccccc2C(=O)O)c1O	1	1	4	1	-7	-4	1.1	1.2	4
COc1ccc(F)cc1S(=O)(=O)Nc1ccc(C)cc1	-11	-7	57*	0.4	40	14	0.6	1	3
COc1ccc(C(C)=O)cc1COc1ccc(-n2cnnn2)cc1	1	-2	93*	0.1	99*	8	0	1	4
Cc1ccc(-c2nnn(CC(=O)N(Cc3cccs3)C(C(=O)NC3CCCCC3)c3ccco3)n2)o1 (stereo unspecified)	-8	-6	9	0.9	-4	26	1	0.7	-1
CCOC(=O)C1(C(F)(F)F)N=C(c2cccnc2)OC(N2CCOCC2)=N1 (stereo unspecified)	-3	1	10	0.9	-5	-4	1.1	1.3	0
COCc1cc(C)nc(Nc2ccc(C)cc2C)c1C#N	-5	-6	-20	1.2	-13	4	1.1	0.9	1
CCOc1ccc(C(=O)NCCN(C)C)cc1	3	-11	7	0.9	-1	-20	1	1.1	3
Cc1ccc(Cn2c(S(=O)(=O)O)nc3ccccc32)cc1	4	-8	21	0.8	-11	-17	1.1	1.1	-3
O=S(=O)(/C=C/c1ccccc1)Nc1ccc2c(c1)OCO2	-1	-7	87*	0.1	100*	0	0	1.2	1
COc1ccc(NC(=O)CSc2nnc(CCC(=O)Nc3ccc(C)c(Cl)c3)n2C)cc1	-4	-4	66*	0.3	12	-18	0.9	1.1	5
CCOC(=O)c1sc2nc(CSCC(=O)OCc3ccc(C(=O)OC)o3)[nH]c(=O)c2c1C	-10	-13	54*	0.5	53*	10	0.5	1.2	23
O=C(COc1ccc2c(c1)C(=O)CC1(CCCCC1)O2)NCc1ccccn1	-9	-9	22	0.8	5	9	1	1.3	6
CNC(=O)CN(Cc1ccccc1)S(=O)(=O)c1ccccc1	·	·	14	0.9	59*	·	0.4	0.9	·
O=C(Cn1cnc2c(nnn2Cc2ccc(F)cc2)c1=O)NCc1ccco1	-5	-4	·	·	·	0	·	·	0
COc1ccc(C2CC(=O)C3=C(C2)Nc2ccccc2N(C(C)=O)C3c2ccco2)cc1 (stereo unspecified)	1	-6	46	0.5	9	-8	0.9	1.7	2
CC1=CCC(COC(=O)Nc2ccccc2)CC1 (stereo unspecified)	5	0	8	0.9	46	16	0.5	1.1	4
COc1ccc(C(=O)Nc2nc(-c3cccs3)cs2)cc1	-2	-5	41	0.6	25	11	0.7	0.8	14
CCCc1nc2c(C)ccc(C)c2c(N)c1CC	-1	-8	34	0.7	9	-10	0.9	0.9	2
CCC(=O)OCCCCCCOc1ccc(C(=O)O)cc1	2	-9	-12	1.1	63*	7	0.4	1.1	3
COc1ccc(OC)c2[nH]c(=O)c(CCNS(=O)(=O)c3ccc(Cl)cc3)cc12	-2	-11	84*	0.2	44	-7	0.6	1.4	6
COc1cc2c(cc1NC(=O)CN1CCN(S(=O)(=O)c3ccc(F)cc3)CC1)oc1ccccc12	·	·	79*	0.2	12	·	0.9	2.2*	·
O=C(CN1C(=O)C2CCc3[nH]c4ccccc4c3C2C1=O)N1CCCC1 (stereo unspecified)	11	-17	-7	1.1	7	-22	0.9	1	8
O=C(CN1C2=NCCN2c2ccccc21)N1CCOCC1	7	1	-16	1.2	-5	-10	1	0.9	10
CCOc1cc(N2CCOCC2)c(OCC)cc1NC(=O)c1nc2nc(C)cc(C)n2n1	·	·	36	0.6	11	·	0.9	1.5	·
CCNC(=O)CC1SC(=Nc2ccccc2C)N(C)C1=O (stereo unspecified)	8	-5	·	·	·	6	·	·	7
Cc1nn(C)cc1CNC(=O)CCC(=O)O	2	3	-5	1	-10	-11	1.1	0.8	10
COCCNC(=O)C1CCCN(c2nn3c(=O)cc(C)nc3s2)C1 (stereo unspecified)	·	·	13	0.9	6	·	0.9	1	·
O=C(Nc1ccc(Cl)cc1)c1cccs1	8	3	-4	1	20	0	0.8	1.3	3
COc1ccc2cc(CN(CC3CCCO3)S(=O)(=O)c3ccccc3Cl)c(=O)[nH]c2c1 (stereo unspecified)	-2	-10	99*	0	58*	8	0.4	2*	5
COc1ccccc1C(=O)Nc1cc2cc(Cl)ccc2oc1=O	-7	3	-61	1.6	7	-3	0.9	0.9	-2
CCOC(=O)CSc1nc2ccccc2c(=O)n1C	2	-8	·	·	·	-18	·	·	2
N#Cc1c(-c2ccco2)nc(SCc2ccc(F)cc2)[nH]c1=O	-3	-7	63*	0.4	26	10	0.7	0.9	0
COC(=O)C1=C(C)NC(=O)/C1=C\c1ccco1	-1	-6	40	0.6	11	-11	0.9	0.8	5
Cc1cccn2cc(CNS(=O)(=O)c3cccc(F)c3)nc12	2	-12	18	0.8	42	9	0.6	2.3*	8
C=CCNC(=O)c1ccc(C)c(Br)c1	-1	-5	-18	1.2	19	1	0.8	0.9	7
CCOC(=O)c1[nH]c2cc3c(cc2c1NC(=O)CN1CCC2(CC1)OCCO2)OCO3	5	-20	-11	1.1	22	5	0.8	1	2
O=C(NCc1ccco1)C1CCCN(S(=O)(=O)c2ccc(-n3cnnn3)cc2)C1 (stereo unspecified)	·	·	-6	1.1	-3	·	1	1.4	·
CSCCC(NC(=O)c1ccc(C)o1)C(=O)O (stereo unspecified)	2	-12	0	1	0	-3	1	1	4
Cc1cccc(NC(=O)c2cc(NC(=O)c3ccccc3)ccc2N2CCCCC2)c1	-3	-20	12	0.9	4	8	1	0.9	5
CCCOc1ccccc1Nc1nnc(C)c(=O)[nH]1	1	11	-9	1.1	-6	8	1.1	1.3	8
COc1ccc(C(=O)c2ccccc2)cc1Br	-4	-7	-119	2.2*	50	-11	0.5	1	-3
COc1ccc(Nc2nc3ccccc3nc2-n2nc(C)cc2C)cc1	1	-2	-14	1.1	23	9	0.8	0.8	10
COc1ccc(S(=O)(=O)N2CCN(c3ccc(C)cc3C)CC2)cc1OC	0	-23	52*	0.5	46	-3	0.5	1.4	1

Screens as filed in PubChem BioAssay.
